Screening results from PubChem.
PME-1 inh: PME-1 (human) inhibition; recombinant PME-1, FP-Rh probe fluorescence polarization; hit rate 0.53% among 320,000; Q9Y570; inhibition, % at 5.9 µM;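 active means inhibition above the campaign mean of all compounds plus 3 SD, cut at about 26% in these data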;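 further: competitive labeling of PME-1 active site by serine hydrolase directed probe; 0% = PME-1 with DMSO and 100% = wells lacking PME-1 enzyme; inhibitors block probe labeling so polarization falls and inhibition rises; many of its hits are not listed in these tables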
Target sequence (Q9Y570 whole entry, looked up): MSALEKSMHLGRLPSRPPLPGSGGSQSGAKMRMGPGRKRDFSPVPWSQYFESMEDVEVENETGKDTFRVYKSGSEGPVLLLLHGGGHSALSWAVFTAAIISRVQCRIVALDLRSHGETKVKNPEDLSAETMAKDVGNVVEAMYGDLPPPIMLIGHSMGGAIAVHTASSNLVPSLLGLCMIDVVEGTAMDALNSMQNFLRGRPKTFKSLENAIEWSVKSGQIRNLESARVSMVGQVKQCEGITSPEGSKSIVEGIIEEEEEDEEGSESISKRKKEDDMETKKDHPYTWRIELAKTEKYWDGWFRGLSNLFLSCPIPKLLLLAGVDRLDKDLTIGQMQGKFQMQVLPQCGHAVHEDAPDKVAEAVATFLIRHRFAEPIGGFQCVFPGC
MEX-5 binding: C. elegans MEX-5 TCR-2 RNA binding activity; MEX-5/FITC-TCR2 RNA binding, fluorescence polarization; stronger effect = lower value; activity score (negative = inhibition of binding), % at 10 µM; hit rate 0.38% among 300,000; AID 1832;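 active means inhibition past about -25% in most replicates, and total fluorescence under double the plate's negative control median, limit read from the data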;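 further: 0% = DMSO and -100% = 5 µM competing unlabeled TCR2 RNA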
Fam108B counter: counter-screen for RBBP9 inhibitors: inhibitors of mouse Fam108B. recombinant Fam108B, FP-Rh probe fluorescence polarization. inhibition, % at 9.51 µM. hit rate 0.33% among 300,000;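 active means inhibition above the screen mean inhibition plus 3 SD, computed separately per campaign, cut at about 18% in these data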;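 further: inhibitors lower polarization as less probe binds the enzyme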
MCL1-BIM inh: inhibitors of human MCL1 binding to BIM-BH3 peptide. Q07820. GST-MCL1 / FITC-Bim-BH3 fluorescence polarization. inhibition, % at 10.9 µM. hit rate 0.68% among 320,000. AID 2057;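 active means inhibition above the mean inhibition of all tested compounds plus 3 SD, set per campaign, cut at about 40% in these data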;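 further: 0% = DMSO wells and 100% = unlabeled Bim-BH3 peptide control; higher means more loss of mP so more displacement of Bim peptide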
GLD-1 RNA inh: GLD-1-TGE RNA interaction inhibition (C. elegans) | inhibition, % at 5.96 µM | Q17339 | purified GLD-1 + fluorescein TGE RNA, fluorescence polarization | AID 2280 | hit rate 0.44% among 320,000;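 active means percent inhibition above a per-plate cutoff, the plate mean of test compounds plus 3 SD, cut at about 30% in these data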;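 further: 0% = DMSO wells with GLD-1 and probe and 100% = wells lacking GLD-1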
PAFAH1B2 FP inh: blocks human PAF acetylhydrolase 1b catalytic subunit 2. AID 492953. inhibition, % at 3.39 µM. recombinant PAFAH1B2, FP-rhodamine activity probe, fluorescence polarization. hit rate 1.2% among 340,000;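 active means inhibition above the mean of all tested compounds plus 3 SD, cut at about 24% in these data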;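 further: 0% = enzyme with DMSO and 100% = wells lacking PAFAH1B2; many of its hits are not listed in these tables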
Target sequence (P68402 whole entry, looked up): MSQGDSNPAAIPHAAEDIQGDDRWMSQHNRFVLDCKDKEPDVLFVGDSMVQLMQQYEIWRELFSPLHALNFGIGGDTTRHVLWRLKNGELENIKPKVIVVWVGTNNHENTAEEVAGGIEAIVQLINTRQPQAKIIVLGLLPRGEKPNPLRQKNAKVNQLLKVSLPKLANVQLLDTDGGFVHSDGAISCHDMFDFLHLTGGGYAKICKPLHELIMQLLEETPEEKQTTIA
pPAFAH inh: inhibitors of human plasma PAF acetylhydrolase (pPAFAH) | AID 463082 | Q13093 | hit rate 1.5% among 330,000 | inhibition, % at 3.39 µM | recombinant pPAFAH, FP-rhodamine probe fluorescence polarization;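 active means inhibition above the mean inhibition across the screen plus 3 SD, cut at about 25% in these data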;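 further: inhibitors block binding of the rhodamine activity-based probe so polarization drops; 0% = enzyme with DMSO and 100% = wells lacking pPAFAH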
AHR act: activates the human aryl hydrocarbon receptor; P35869; AHR-responsive luciferase reporter cells, luminescence; activation, % at 5 µM; hit rate 2.5% among 320,000; in the data active means activation above about 47%;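 further: 0% = vehicle wells and 100% = reference agonist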
Bcl-xL primary: Bcl-xL (human) inhibition; inhibition, % at 10.9 µM; GST-Bcl-xL / FITC-Bim BH3 peptide fluorescence polarization; hit rate 0.7% among 320,000;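 active means inhibition above the mean of all tested compounds plus 3 SD, cutoff set per campaign, cut at about 30% in these data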;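 further: 0% = DMSO wells and 100% = unlabeled Bim-BH3 peptide competitor; inhibitors lower millipolarization by displacing the labeled peptide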
Target sequence (Q07817 whole entry, looked up): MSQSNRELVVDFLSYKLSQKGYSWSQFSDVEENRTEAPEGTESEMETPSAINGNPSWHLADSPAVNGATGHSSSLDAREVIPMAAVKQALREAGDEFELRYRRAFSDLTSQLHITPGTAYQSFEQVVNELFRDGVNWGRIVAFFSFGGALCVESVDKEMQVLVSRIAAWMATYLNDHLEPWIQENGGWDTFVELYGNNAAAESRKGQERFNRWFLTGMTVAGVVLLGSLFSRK
* = called active by the depositor; · = not tested or not shown. The list is partial, so the mix of outcomes need not match the whole.

Each structure is followed by: AHR act, GLD-1 RNA inh, Fam108B counter, pPAFAH inh, PME-1 inh, Bcl-xL primary, MEX-5 binding, MCL1-BIM inh, PAFAH1B2 FP inh
> Clc1ccc(-c2nnc(COc3ncnc4ccccc34)o2)cc1
    4, 5, 0, 3, 3, 4, -0.6, 2, -1
> Cc1ccccc1OCC(=O)N(Cc1ccc(N(C)C)cc1)C1CCS(=O)(=O)C1 (configuration not stated)
    5, 3, 0, 4, -4, 5, 0.6, -3, -2
> COC(=O)c1[nH]c2ccccc2c1NC(=O)CN1CCN(c2cccc(Cl)c2)CC1
    16, 1, 1, 3, 4, 3, 0.5, -8, 6
> O=C1c2ccccc2C(=O)N1CCCCSc1nnnn1-c1ccccc1
    -3, 7, 2, 8, 7, 4, 1.9, -1, 0
> O=[N+]([O-])c1ccc(NCCc2ccccc2)c(Br)c1
    114*, -7, -8, -2, -4, 1, 2.0, -1, 6
> CCOC(=O)c1cc(-c2ccccc2)nn1CC1CC(c2ccc(OC)cc2)=NO1 (configuration not stated)
    0, 1, ·, 0, ·, ·, ·, ·, 12
> O=C(c1ccc2c(c1)OCO2)N(c1ccc(F)cc1)C1C=CS(=O)(=O)C1 (configuration not stated)
    0, -2, -6, -12, -7, 7, 2.3, -2, 0
> Cc1c(Cl)cnc(NC(=O)CSc2nnnn2C)c1Cl
    -1, 0, ·, 1, ·, ·, ·, ·, -1
> COC(=O)c1cc(S(=O)(=O)N2c3ccccc3CC2C)cn1C (configuration not stated)
    0, 1, 0, 4, -4, 3, -2.4, 3, 8
> C/C(N)=C(/C#N)C(=O)CSc1nnc(-c2ccc3c(c2)OCO3)o1
    13, -6, -2, 2, -4, 4, 0.4, 8, 1
> Cc1cnc(NC(=O)COc2ccc3c(c2)CCC3)s1
    28, 5, 1, -1, -30, 2, -0.6, 7, 1
> O=C(Cn1cnc2c(nnn2Cc2ccc(F)cc2)c1=O)NCc1ccc(F)cc1
    -4, -4, 2, 1, -3, -3, 1.7, -9, 8
> CC(OC(=O)Cc1c[nH]c2ccccc12)C(=O)Nc1ccccc1[N+](=O)[O-] (configuration not stated)
    12, 2, 3, -2, 2, 3, 1.3, 0, 9
> CCOc1ccccc1OCCC(=O)OCC(=O)Nc1c(C)nn(-c2ccccc2)c1C
    0, -2, -1, 23, 2, -2, 0.6, -10, 4
> COc1cc(NC(=O)CSc2nnnn2Cc2ccccc2)cc(OC)c1
    25, 1, 1, 2, 8, 2, 2.3, 6, -1
> Cc1ccc(S(=O)(=O)N2CCOCC2)cc1NC(=O)COC(=O)CNC(=O)c1ccc(C(C)(C)C)cc1
    0, -10, -5, 12, -10, -8, -0.1, -26, 7
> O=S1(=O)CC(NCc2ccccc2)C(Nc2ccc(Cl)cc2)C1 (configuration not stated)
    1, -8, 3, 9, 3, 3, -4.6, -1, 11
> COc1ccc(NC(=O)c2cccs2)cn1
    -6, 5, -2, 2, -4, 0, -3.4, 2, 0
> CN(CC(=O)Nc1ccc(Cl)c(C(F)(F)F)c1)C(=O)c1cc(=O)[nH]c2ccccc12
    23, 6, -3, 2, -3, -2, 0.4, -4, 9
> CCOc1ccc(NC(=O)CCNS(=O)(=O)c2ccc3c(c2)c(=O)n(C)c(=O)n3C)cc1
    0, 6, 4, 2, -3, 2, ·, 0, 5

Sorted by number of heavy atoms (ascending): some entries from above.
Each structure is followed by: AHR act, GLD-1 RNA inh, Fam108B counter, pPAFAH inh, PME-1 inh, Bcl-xL primary, MEX-5 binding, MCL1-BIM inh, PAFAH1B2 FP inh
> Cc1c(Cl)cnc(NC(=O)CSc2nnnn2C)c1Cl
    -1, 0, ·, 1, ·, ·, ·, ·, -1
> CCOC(=O)c1cc(-c2ccccc2)nn1CC1CC(c2ccc(OC)cc2)=NO1 (configuration not stated)
    0, 1, ·, 0, ·, ·, ·, ·, 12
> CCOc1ccccc1OCCC(=O)OCC(=O)Nc1c(C)nn(-c2ccccc2)c1C
    0, -2, -1, 23, 2, -2, 0.6, -10, 4

The listing continues.
Each structure is followed by: AHR act, GLD-1 RNA inh, Fam108B counter, pPAFAH inh, PME-1 inh, Bcl-xL primary, MEX-5 binding, MCL1-BIM inh, PAFAH1B2 FP inh
> Cn1c(=O)c2c(ncn2CCN(CCO)Cc2ccccc2)n(C)c1=O
    -2, 6, -1, 5, 0, 2, 0.9, 2, 2
> CC(=O)c1ccc(N2CCN(CC(O)COCc3ccco3)CC2)cc1 (configuration not stated)
    -1, -8, 0, 0, -2, 5, 1.0, -5, 2
> C#CCNC(=O)/C=C/c1ccc(OC)cc1
    10, 5, 2, -7, 0, -2, 0.6, -1, 3
> CCN1C(=O)/C(=C2\SC(=S)N(CCCOC)C2=O)c2ccccc21
    4, -4, -7, -2, -4, 4, -1.9, 2, -2
> CCCCN1C2=C(C(=O)CC(C)(C)C2)C(c2ccccc2)C2=C1c1ccccc1C2=O (configuration not stated)
    0, -8, 12, 0, 2, 3, 1.9, 5, -2
> Cc1ccc(NC(=S)Nn2cnnc2)cc1
    2, 1, 2, -1, 8, 10, -2.5, 10, 2
> NS(=O)(=O)c1ccc2c(c1)C1C=CCC1C(C1CC=CCC1)N2 (configuration not stated)
    23, 34*, 15, 28*, 18, 46*, -0.4, 44*, 24
> Cc1ccc(NCc2nnc(SCCN3CCCCC3)n2CC2CCCO2)c(C)c1 (configuration not stated)
    5, -6, -2, -3, 5, -4, 1.2, -6, 0
> COc1cc(C(=O)Nc2nc3ccccc3s2)ccc1OCc1c(C)noc1C
    -6, 1, -16, -14, -61, 3, -2.4, 6, -4
> O=C(CN(c1ccc(F)cc1)S(=O)(=O)c1ccccc1)NCc1ccco1
    5, -4, -1, 4, -1, 4, 0.9, 10, 4
> Cc1ccc(CNC(=O)CCN2C(=O)[C@@H]3Cc4ccccc4CN3C2=O)cc1
    -1, -2, 1, -4, 0, -1, 4.5, -2, 17
> CC(NC(=O)c1ccc([N+](=O)[O-])cc1Cl)C1CC2CCC1C2 (configuration not stated)
    -1, -2, 1, 2, 1, 6, -2.9, 4, 9
> CC(=O)c1cc(CN2CCC(C(=O)Nc3cccc(-c4cscn4)c3)CC2)cs1
    27, -1, -3, 5, 4, 5, 1.9, 4, 1
> CCOc1ccc(NC(=S)N(CCc2c(C)[nH]c3ccccc23)Cc2ccco2)cc1
    7, 1, 3, 4, 2, 2, 1.2, 8, 0
> COc1ccc(-c2nnc(-c3cc4c(ccc5ccccc54)oc3=O)o2)cc1
    40, -7, -1, -3, -44, 6, -42*, 13, 10
> CCOc1ccc(C(C)NC(=O)c2cccnc2OCC)cc1OCC (configuration not stated)
    5, 8, 2, -7, -6, -3, -2.6, -6, 3
> Cc1ccc2nc(NC(=O)C3CCN(S(=O)(=O)c4cnc[nH]4)CC3)sc2c1
    -1, -1, 4, 7, 0, 4, 3.0, 4, -1
> CC(C)(C)CN1CCNC[C@H]1Cc1cccc2ccccc12
    12, 10, 5, 2, -8, 10, -2.4, 5, 2
> Cc1cccc(NC(=S)NCCc2ccccc2)c1C
    1, 3, 0, -2, 4, 3, 0.7, 5, 5
> O=C(NCCOc1ccc(F)cc1)C1CCC(=O)N(CCCN2CCOCC2)C1 (configuration not stated)
    1, -1, 1, 2, -3, 4, -0.6, -5, 5

Complete entries, quoted from the list. Values in the order: AHR act | GLD-1 RNA inh | Fam108B counter | pPAFAH inh | PME-1 inh | Bcl-xL primary | MEX-5 binding | MCL1-BIM inh | PAFAH1B2 FP inh
C#CCNC(=O)/C=C/c1ccc(OC)cc1 as listed: 10 | 5 | 2 | -7 | 0 | -2 | 0.6 | -1 | 3
NS(=O)(=O)c1ccc2c(c1)C1C=CCC1C(C1CC=CCC1)N2 (configuration not stated) as listed: 23 | 34* | 15 | 28* | 18 | 46* | -0.4 | 44* | 24
COc1cc(C(=O)Nc2nc3ccccc3s2)ccc1OCc1c(C)noc1C as listed: -6 | 1 | -16 | -14 | -61 | 3 | -2.4 | 6 | -4
COc1ccc(-c2nnc(-c3cc4c(ccc5ccccc54)oc3=O)o2)cc1 as listed: 40 | -7 | -1 | -3 | -44 | 6 | -42* | 13 | 10

(cont.)
Each structure is followed by: AHR act, GLD-1 RNA inh, Fam108B counter, pPAFAH inh, PME-1 inh, Bcl-xL primary, MEX-5 binding, MCL1-BIM inh, PAFAH1B2 FP inh
> c1ccc2c(CSCCc3ccncc3)cccc2c1
    28, -1, -5, 6, -2, 10, -0.2, 9, 2
> OCCC1CN(Cc2nc(-c3ccccc3)cs2)CCN1Cc1ccc(F)cc1 (configuration not stated)
    2, -1, -2, 0, -1, 2, -7.8, -1, -3
> O=C(COc1ccc(Cl)cc1)NCc1n[nH]c(=O)c2ccccc12
    14, 0, -1, 2, 0, 3, 0.3, 0, 10
> CC1=Nn2c(nnc2C2CCCCC2)SC1
    -1, -9, 0, -3, -6, -2, 1.7, -2, 0
> CCOc1cc(NC(=S)NCCCN2CCOCC2)c(OCC)cc1NC(=O)C1CC1
    6, 0, -1, 1, -2, 6, 1.4, 10, 3
> O=C(NC(=S)Nc1ccccc1)c1cc([N+](=O)[O-])ccc1N1CCOCC1
    3, 1, 2, 0, 2, 3, 2.9, 13, 3
> CCOc1ccc(-n2c(SCC(N)=O)nc3c(c2=O)SCC3)cc1
    3, 2, 7, 1, -3, 6, -0.2, 6, -3
> O=C1CCC(=O)N1c1ccc(S(=O)(=O)Nc2ccc(Br)cc2)cc1
    1, 4, 3, 33*, 6, 5, 1.4, 1, 6
> O=c1c2ccccc2c(-c2ccccc2)nn1-c1ccccn1
    0, 5, 1, 4, -2, 4, -3.1, 4, 1
> CCCCS(=O)(=O)C(=C1Nc2ccccc2N1)S(=O)(=O)CCCC
    -2, 3, -3, 0, -3, 0, 1.8, -4, 4
> CN1CCN(c2nc(-c3cccnc3)nc3scc(-c4ccccc4)c23)CC1
    16, -1, -4, -1, 0, -6, -3.6, -11, 6
> C=CCOc1cccc(C2C(C(=O)c3ccco3)=C(O)C(=O)N2Cc2cccnc2)c1 (configuration not stated)
    0, 5, -1, 1, -6, 0, 1.3, 0, 3
> CCN(CC)C(=O)CN1C(=O)C2(OCC(C)(c3ccccc3)CO2)c2ccccc21 (configuration not stated)
    0, 4, 0, 4, 2, 8, -2.7, 5, 2
> O=C(CCc1nnc2n(CCc3ccccc3)c(=O)c3ccccc3n12)NCCCN1CCCCC1
    -2, 0, 1, 2, 2, 2, -1.5, 5, 0
> O=C(COC(=O)C1(c2ccc(F)cc2)CCCC1)NCc1ccco1
    1, 4, -3, 0, -1, 1, 0.0, 2, 21
> O=C(NCCOc1ccccc1)c1ccccc1Cl
    2, -4, -1, 6, 0, 6, -2.7, 5, 14
> Cc1c(CN2CCc3c([nH]c4ccccc34)C2C2CCCCC2)cnn1C (configuration not stated)
    30, -6, 1, 0, 6, 5, 0.7, 11, 1
> CCNC(=S)NC1CC2CCC(C1)N2Cc1ccccc1 (configuration not stated)
    3, 0, -1, -5, -3, 4, 0.0, 15, 4
> CC1CCCN(CCCNC(=O)C2CCCN(c3ncnc4c3nc3n4CCCCC3)C2)C1 (configuration not stated)
    -2, -2, 1, 5, -5, 5, -2.4, 9, -1
> Cc1ccc(NC2CCCN(C(=O)c3cccnc3)C2)cc1C (configuration not stated)
    48*, 3, 3, 2, -4, -1, 0.1, -4, 2
> COc1cc(OC)nc(N/N=C(\c2ccccc2)c2ccncc2)n1
    3, 6, -4, 1, -6, 4, -2.9, 1, 4
